PhoP GFP inhibition = PhoP regulon inhibitors, Salmonella typhi PhoP promoter GFP reporter, confirmatory (AID 1850) | Salmonella Typhi PhoP-promoter GFP reporter, fluorescence, 4 h; higher % means a stronger effect | actives 0.33% (n = 310,000) | one-dose inhibition, % at 50 µM; IC50 in µM for titrated hits; in the data active = a potency from the dose series; inconclusive = inhibition mostly from about 25% at the one dose, without a potency; inactive = the rest, 99 in 100 with inhibition below about 19%;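 also: 0% = induced wells with vehicle and 100% = uninduced wells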
inhibitors of VEEV = inhibitors of VEEV TC-83 cytopathic effect, confirmation, Vero cells (AID 588727); Vero cells, VEEV TC-83 cytopathic effect inhibition; higher % means a stronger effect; inhibition, % at 20 µM, or IC50 in µM where a hit was titrated; actives 0.13% (n = 350,000); in the data active = a potency from the dose series; inconclusive = inhibition mostly from about 14% at the one dose, without a potency; inactive = the rest, 99 in 100 with inhibition below about 12%; also: strong numbers were not always called active
H1N1 NS1A inhibition = H1N1 influenza NS1A inhibitors, functional cell based assay (AID 504329). NS1A functional cell-based assay, percent inhibition; higher % means a stronger effect. one-dose inhibition, % at 12.5 µM; IC50 in µM for titrated hits. actives 0.3% (n = 340,000); in the data active = a potency from the dose series; inconclusive = inhibition above about 27% without an active follow-up result; also: strong numbers were not always called active
tuberculosis growth = growth inhibition of non-replicating M. tuberculosis (AID 488890); Mycobacterium tuberculosis non-replicating, growth inhibition; higher % means a stronger effect; actives 0.39% (n = 320,000); inhibition, % at 25 µM, or IC50 in µM where a hit was titrated; in the data active = a potency from the dose series; inconclusive = inhibition mostly from about 82% at the one dose, without a potency; inactive = the rest, 99 in 100 with inhibition below about 76%;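 also: plate controls were DMSO cells for no effect and high antibiotic wells for full effect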
H37Rv inhibition = M. tuberculosis growth inhibition, HTS (AID 449762); M. tuberculosis H37Rv growth inhibition, 7H9 media; higher % means a stronger effect; inhibition, % at 25 µM; hits with a dose series show IC50 in µM; actives 0.59% (n = 330,000); in the data active = a potency from the dose series; inconclusive = inhibition above about 70% without an active follow-up result;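 also: bacterial growth assessed after seven days of incubation; strong numbers were not always called active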
inhibitors of VEEV 10K pilot screen = second read-out of inhibitors of VEEV, no call of its own (marks repeat the call); inhibition, %; measured here: 10K pilot screen inhibition
The depositor's hits bear a star.

A first look, three compounds:
For CCOC(=O)c1c(-c2ccccc2)csc1NC(=O)CSc1nncs1 the results were PhoP GFP inhibition -2.2%, inhibitors of VEEV inconclusive, H1N1 NS1A inhibition 0.2%, tuberculosis growth 12.0% and H37Rv inhibition 2.5%.
`CC(=O)Nc1ccc(C(=O)NNC(=O)Cc2ccccc2)cc1` gave PhoP GFP inhibition -2.5%, inhibitors of VEEV 0.1%, H1N1 NS1A inhibition -5.6%, tuberculosis growth 2.5% and H37Rv inhibition -9.6%.
For Cc1cnc(NC(=O)c2ccccn2)s1 the results were PhoP GFP inhibition 7.2%, inhibitors of VEEV inactive, H1N1 NS1A inhibition 11.4%, tuberculosis growth 8.53µM* and H37Rv inhibition inconclusive.

The whole of this part, previewed entries included:
For CCOC(=O)c1c(-c2ccccc2)csc1NC(=O)CSc1nncs1 the results were PhoP GFP inhibition -2.2%, inhibitors of VEEV inconclusive, H1N1 NS1A inhibition 0.2%, tuberculosis growth 12.0% and H37Rv inhibition 2.5%.
`CC(=O)Nc1ccc(C(=O)NNC(=O)Cc2ccccc2)cc1` gave PhoP GFP inhibition -2.5%, inhibitors of VEEV 0.1%, H1N1 NS1A inhibition -5.6%, tuberculosis growth 2.5% and H37Rv inhibition -9.6%.
For Cc1cnc(NC(=O)c2ccccn2)s1 the results were PhoP GFP inhibition 7.2%, inhibitors of VEEV inactive, H1N1 NS1A inhibition 11.4%, tuberculosis growth 8.53µM* and H37Rv inhibition inconclusive.
Screening O=C(/C=C/c1ccc(Cl)cc1Cl)c1cccnc1 returned PhoP GFP inhibition 12.9%, inhibitors of VEEV 25.1%, H1N1 NS1A inhibition 4.3%, tuberculosis growth inconclusive and H37Rv inhibition inconclusive.
Screening O=C(OCc1nc2ccccc2c(=O)[nH]1)c1cccs1 returned PhoP GFP inhibition 6.5%, inhibitors of VEEV 3.9%, H1N1 NS1A inhibition -5.8%, tuberculosis growth -12.4% and H37Rv inhibition 2.1%.
`N[C@@H](Cc1ccccc1)c1nnc(SCc2ccccc2Cl)o1` gave PhoP GFP inhibition 10.5%, inhibitors of VEEV 1.4%, H1N1 NS1A inhibition -7.0%, tuberculosis growth 13.9% and H37Rv inhibition -6.5%.
O=C(CCC1CCCCC1)NCCS(=O)(=O)N1CCN(c2ccccc2)CC1 was read as PhoP GFP inhibition 0.3%, inhibitors of VEEV 2.1%, H1N1 NS1A inhibition -3.0%, tuberculosis growth 47.6% and H37Rv inhibition 1.4%.
`Cn1ccnc1P(=S)(c1nccn1C)c1nccn1C` gave PhoP GFP inhibition 15.4%, inhibitors of VEEV 1.4%, H1N1 NS1A inhibition -11.1%, tuberculosis growth -48.0% and H37Rv inhibition -2.5%.
For COc1cc2cc(CCCOC(=O)c3ccc(C(F)(F)F)cc3)oc(=O)c2cc1OC the results were inhibitors of VEEV 0.6%, H1N1 NS1A inhibition 12.5%, tuberculosis growth -8.2% and H37Rv inhibition -2.1%.
`COc1ccc(Cc2noc(CN3CCCN(Cc4ccc(F)cc4)CC3)n2)cc1OC` gave PhoP GFP inhibition 5.5%, inhibitors of VEEV 1.2%, H1N1 NS1A inhibition 6.1%, tuberculosis growth -3.3% and H37Rv inhibition -1.8%.
For CCOc1ccc(/C=N/Nc2cc(N3CCOCC3)nc(C)n2)c(O)c1 the results were PhoP GFP inhibition -6.8%, inhibitors of VEEV 8.4%, H1N1 NS1A inhibition 18.9%, tuberculosis growth 72.2% and H37Rv inhibition inconclusive.
Screening Cc1ccc(C(=O)OCC(=O)Nc2ccccc2Cl)c(O)c1 returned PhoP GFP inhibition -2.4%, inhibitors of VEEV inactive, H1N1 NS1A inhibition 8.9%, tuberculosis growth -7.0% and H37Rv inhibition 4.0%.
N/C(=N\N=C/c1ccc(F)cc1)N/N=C\c1ccc(F)cc1 was read as PhoP GFP inhibition 37.8µM*, inhibitors of VEEV 11.4%, H1N1 NS1A inhibition 9.8%, tuberculosis growth inconclusive and H37Rv inhibition 41.8%.
Screening COCC(C)NC(=O)c1ccc2c(c1)S(=O)(=O)c1ccccc1C2=O (stereo not given) returned PhoP GFP inhibition -8.2%, inhibitors of VEEV 5.1%, H1N1 NS1A inhibition -1.6%, tuberculosis growth -6.5% and H37Rv inhibition 7.0%.
For C#CCOc1ccccc1CNc1ccccc1 the results were PhoP GFP inhibition -2.0%, inhibitors of VEEV inactive, H1N1 NS1A inhibition 0.2%, tuberculosis growth 34.2% and H37Rv inhibition 3.6%.
For Cc1c(O)c(CN2CCCCC2)cc2c3c(c(=O)oc12)CCC3 the results were PhoP GFP inhibition -6.8%, inhibitors of VEEV 3.0%, H1N1 NS1A inhibition 1.1%, tuberculosis growth -3.7% and H37Rv inhibition -14.2%.
`CN(C(=O)c1ccc(NC(=O)Cc2cccc(NC(=O)C3CCN(C(=O)C4CCCC4)CC3)c2)cc1)C1CC1` gave inhibitors of VEEV inactive and H1N1 NS1A inhibition 9.3%.
Cc1cc(S(=O)(=O)N2CCCC2)ccc1OCC(=O)N1CCOCC1 was read as PhoP GFP inhibition -12.3%, inhibitors of VEEV 1.5%, H1N1 NS1A inhibition 10.8%, tuberculosis growth -7.1% and H37Rv inhibition -2.4%.
COc1cc(Cl)cc(C(=O)O)c1OCC(=O)O was read as PhoP GFP inhibition -10.9%, inhibitors of VEEV 1.0%, H1N1 NS1A inhibition -1.6%, tuberculosis growth 3.0% and H37Rv inhibition 0.3%.
Screening CC(C)C(C(=O)NCc1ccco1)N(C(=O)CNS(=O)(=O)c1ccccc1)c1ccccc1 (stereo not given) returned PhoP GFP inhibition -0.1%, inhibitors of VEEV 0.6%, H1N1 NS1A inhibition 0.1%, tuberculosis growth 15.8% and H37Rv inhibition -3.6%.
Screening O=[N+]([O-])c1cc2c(cc1/C=N/Nc1nc(Nc3ccccc3)nc(N3CCCCC3)n1)OCO2 returned PhoP GFP inhibition -3.4%, inhibitors of VEEV 0.6%, H1N1 NS1A inhibition 18.6%, tuberculosis growth 5.6% and H37Rv inhibition -4.5%.
COc1ccc(C2C(C(=O)O)CCC(=O)N2c2ccc(C)cc2)cc1OC (stereo not given) was read as PhoP GFP inhibition 12.6%, inhibitors of VEEV 0.4%, H1N1 NS1A inhibition -7.8%, tuberculosis growth -4.2% and H37Rv inhibition -3.7%.
`O=C(CCC1CCCN(C(=O)Cn2cnnn2)C1)NCc1ccccc1F` (stereo not given) gave PhoP GFP inhibition 4.7%, inhibitors of VEEV inactive, H1N1 NS1A inhibition 2.8%, tuberculosis growth -17.1% and H37Rv inhibition 5.5%.
For O=C(CC1C(=O)NCCN1CC1CCCCC1)NCCCN1CCOCC1 (stereo not given) the results were PhoP GFP inhibition 1.3%, inhibitors of VEEV 2.4%, H1N1 NS1A inhibition -2.7%, tuberculosis growth 10.5% and H37Rv inhibition 0.4%.
`CC(C)NC(=S)N(C)C1(c2ccccc2Cl)CCCCC1=O` (stereo not given) gave PhoP GFP inhibition -10.6%, inhibitors of VEEV 0.3%, H1N1 NS1A inhibition -14.2%, tuberculosis growth 20.5% and H37Rv inhibition -4.4%.
COc1ccccc1OCC(=O)Nc1ccc(O)cc1C(=O)O was read as PhoP GFP inhibition -1.9%, inhibitors of VEEV 1.4%, H1N1 NS1A inhibition -1.7%, tuberculosis growth 6.3% and H37Rv inhibition -2.1%.
For COCCNC(=O)CSc1nc2sccc2c(=O)n1-c1ccccc1 the results were PhoP GFP inhibition 4.6%, inhibitors of VEEV 0.6%, H1N1 NS1A inhibition 9.4%, tuberculosis growth 1.2% and H37Rv inhibition 3.3%.
For COc1ccc(-c2sc3ccccc3c2-c2ccc(OCCN3CCOCC3)cc2)cc1 the results were inhibitors of VEEV 2.5%, H1N1 NS1A inhibition 0.9%, tuberculosis growth 18.8% and H37Rv inhibition 34.8%.
For Fc1cccc(CSc2ncnc3c2ncn3C2CCCCO2)c1 (stereo not given) the results were inhibitors of VEEV 6.2% and H1N1 NS1A inhibition 1.4%.
For CC1(C)CC(CC(=O)NNc2nc(-c3ccccc3)cs2)C(=O)O1 (stereo not given) the results were PhoP GFP inhibition -6.2%, inhibitors of VEEV 0.3%, H1N1 NS1A inhibition 2.0%, tuberculosis growth -4.3% and H37Rv inhibition 48.0%.
`COCC(=O)N1CCC(Oc2ccc(C(=O)N3CCCCC3COC)cc2)CC1` (stereo not given) gave PhoP GFP inhibition 11.6%, inhibitors of VEEV 1.0%, H1N1 NS1A inhibition 5.0%, tuberculosis growth -3.5% and H37Rv inhibition -3.9%.
`COC(=O)c1cc(OC)c(OC)cc1NC(=O)Nc1ccccc1F` gave PhoP GFP inhibition -4.2%, inhibitors of VEEV 3.4%, tuberculosis growth -10.6% and H37Rv inhibition 0.8%.
`CCOP(=O)(OCC)C(NCc1ccccc1)c1ccc(Br)cc1` (stereo not given) gave PhoP GFP inhibition 0.6%, inhibitors of VEEV 0.1%, H1N1 NS1A inhibition -7.2%, tuberculosis growth -19.4% and H37Rv inhibition -7.1%.
For CC1(C)CC(=O)C(C=NCCN2CCN(C(=S)Nc3cccc(Cl)c3)CC2)=C(O)C1 the results were PhoP GFP inhibition 0.3%, inhibitors of VEEV inactive, H1N1 NS1A inhibition -2.2%, tuberculosis growth -7.7% and H37Rv inhibition -11.2%.
For O=C(CNc1ccc2ccccc2c1)N/N=C/c1ccncc1 the results were PhoP GFP inhibition -0.8%, inhibitors of VEEV inactive, H1N1 NS1A inhibition -3.3%, tuberculosis growth 27.8% and H37Rv inhibition inconclusive.
Screening Cc1ncc([N+](=O)[O-])n1S(=O)(=O)c1cc(Br)ccc1Br returned PhoP GFP inhibition -8.2%, inhibitors of VEEV 0.3%, H1N1 NS1A inhibition -6.3%, tuberculosis growth -28.1% and H37Rv inhibition -4.8%.
For CCCCCOC(=O)C(C)c1c(C)[nH]c(=S)[nH]c1=O (stereo not given) the results were PhoP GFP inhibition 1.1%, inhibitors of VEEV 1.4%, H1N1 NS1A inhibition -5.9%, tuberculosis growth 1.3% and H37Rv inhibition -6.3%.
Cc1nnc(NC(=O)C23CC4CC(CC(C4)C2)C3)s1 was read as PhoP GFP inhibition 0.6%, inhibitors of VEEV 0.2%, H1N1 NS1A inhibition -8.4%, tuberculosis growth -3.9% and H37Rv inhibition 3.5%.
Screening CCOC(=O)CNC(=O)C1(NC(=O)CNC(=O)OCc2ccccc2)CCCC1 returned inhibitors of VEEV 2.9% and H1N1 NS1A inhibition 7.8%.
`O=C(CN1C(=O)NC2(CCCC2)C1=O)N1CCc2ccccc2C1` gave PhoP GFP inhibition -2.2%, inhibitors of VEEV 1.6%, H1N1 NS1A inhibition -1.4%, tuberculosis growth 13.7% and H37Rv inhibition -3.2%.
For N#Cc1nnn2c1nc(N)c1c(F)cccc12 the results were PhoP GFP inhibition -5.3%, inhibitors of VEEV inactive, H1N1 NS1A inhibition 3.0%, tuberculosis growth 5.2% and H37Rv inhibition -5.9%.
Screening O=C(NCC(c1ccco1)N1CCN(c2ccc(F)cc2)CC1)C(=O)NC1CCCC1 (stereo not given) returned PhoP GFP inhibition -0.3%, inhibitors of VEEV 0.5%, H1N1 NS1A inhibition -1.5%, tuberculosis growth 0.0% and H37Rv inhibition 8.8%.
`Cc1ccc(C(=O)OCC(=O)c2ccc[nH]2)s1` gave PhoP GFP inhibition 4.7%, inhibitors of VEEV 1.6%, H1N1 NS1A inhibition 0.8%, tuberculosis growth inconclusive and H37Rv inhibition inconclusive.
Screening O=C(COC(=O)Cn1cnc2ccccc2c1=O)Nc1ccc(Cl)c(C(F)(F)F)c1 returned PhoP GFP inhibition 5.1%, inhibitors of VEEV 0.4%, H1N1 NS1A inhibition -4.2%, tuberculosis growth -13.7% and H37Rv inhibition 12.6%.
For CCCCOc1ccc(OCCCN2CCOCC2)cc1 the results were PhoP GFP inhibition 6.8%, inhibitors of VEEV 0.4%, H1N1 NS1A inhibition 0.0%, tuberculosis growth 26.5% and H37Rv inhibition 10.1%.
Screening CN(Cc1cnccn1)Cc1nc(Cc2cccc(F)c2)no1 returned PhoP GFP inhibition -10.3%, inhibitors of VEEV 0.4%, H1N1 NS1A inhibition 4.0%, tuberculosis growth 20.7% and H37Rv inhibition 3.0%.
COC(=O)c1ccccc1OCc1cccc(C)n1 was read as PhoP GFP inhibition -3.3%, inhibitors of VEEV 1.3%, H1N1 NS1A inhibition -2.5%, tuberculosis growth 7.9% and H37Rv inhibition 4.9%.
CCOc1ccc(C(=O)N[C@H](C(=O)O)C(C)C)cc1 was read as PhoP GFP inhibition -8.7%, inhibitors of VEEV 2.2%, H1N1 NS1A inhibition 16.1%, tuberculosis growth -10.8%, H37Rv inhibition -5.6% and inhibitors of VEEV 10K pilot screen 0.3.

Screens deposited in PubChem BioAssay by Southern Research Specialized Biocontainment Screening Center.
